Source: PubChem BioAssay (several laboratories)
Rac1 GTP hydrolysis: MgcRacGAP GTPase-activating activity inhibitors, confirmation, biochemical, ADP Hunter fluorescence; MgcRacGAP-stimulated Rac1 GTP hydrolysis, ADP Hunter fluorescence; higher % means a stronger effect; GST-tagged Rac1 F28L mutant substrate; one-dose inhibition, % at 30 µM; IC50 in µM for titrated hits; 340,000 tested, 0.6% active; AID 624330;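 active = first-screen hits whose inhibition reached a set limit at any dose in the follow-up dose series; inconclusive = inhibition above the set first-screen limit but never retested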;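 also: fluorescence reports GDP produced by GAP-driven GTP hydrolysis; strong numbers were not always called active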
NS5 inhibitors: flavivirus cap methylation enzyme inhibition – biochemical, confirmation dose response, primary screen (AID 588689). Dengue-2 NS5 methyltransferase capping enzyme assay, biochemical; higher % means a stronger effect. one-dose inhibition, % at 25 µM; IC50 in µM for titrated hits. 340,000 tested, 0.3% active; in the data active = a potency from the dose series; inconclusive = inhibition above about 29% without an active follow-up result
RSV CPE inhibition: inhibition of RSV-induced cytopathic effect – HEp-2 cells, primary 10 µM value included (AID 2391); 310,000 tested, 0.13% active; CPE inhibition, % at 10 µM; hits with a dose series show IC50 in µM; HEp-2 cells, RSV-induced CPE inhibition; higher % means a stronger effect; in the data active = a potency from the dose series; inconclusive = CPE inhibition mostly from about 23% at the one dose, without a potency; inactive = the rest, 99 in 100 with CPE inhibition below about 21%; also: strong numbers were not always called active
SV40 large T antigen: TAg ATPase/helicase activity blockers – biochemical (AID 1903); SV40 large T antigen ATPase/helicase inhibition assay; higher % means a stronger effect; 310,000 tested, 0.39% active; inhibition, % at 20 µM, or IC50 in µM where a hit was titrated; in the data active = a potency from the dose series; inconclusive = inhibition mostly from about 32% at the one dose, without a potency; inactive = the rest, 99 in 100 with inhibition below about 32%; also: strong numbers were not always called active
West Nile virus CPE: West Nile virus antiviral activity, cell-based, CPE readout (AID 1621); West Nile virus-infected cells, CPE inhibition; higher % means a stronger effect; CPE inhibition, % at 10 µM, or IC50 in µM where a hit was titrated; 290,000 tested, 0.02% active; in the data active = a potency from the dose series; inconclusive = CPE inhibition mostly from about 3.7% at the one dose, without a potency; inactive = the rest, 99 in 100 with CPE inhibition below about 2.2%; also: strong numbers were not always called active
CSM14.1 death rescue: rescue of cells from ER stress-induced death, primary screen, 384-well, CSM14.1, thapsigargin, ATP luminescence (AID 1222). 190,000 tested, under 10 active. one-dose cellular ATP content (survival), % at 20 µM; EC50 in µM for titrated hits. CSM14.1 thapsigargin-induced death rescue, ATP luminescence; higher % means a stronger effect;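 active = EC50 below 50 µM in the dose-response confirmation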;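 also: death triggered by thapsigargin at about 15 µM added after 2 h compound pretreatment; cell ATP read after overnight thapsigargin exposure of roughly 18 to 22 hours; normalized against plate controls of thapsigargin alone and 5% DMSO vehicle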
LYP phosphatase: PTPN22 lymphoid phosphatase activity blockers – biochemical, fluorescence intensity, uHTS (AID 1779); recombinant LYP phosphatase, fluorescence intensity; higher % means a stronger effect; 290,000 tested, 0.054% active; inhibition, % at 11.5 µM, or IC50 in µM where a hit was titrated; in the data active = inhibition above about 50%;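 also: plate controls were vehicle with enzyme for no effect and no enzyme for full effect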
GPR35 arrestin U2OS: inhibition of zaprinast-stimulated GPR35 beta-arrestin translocation – imaging, U2OS, beta-arrestin-GFP, zaprinast agonist, primary screen (AID 2058); U2OS GPR35 beta-arrestin-GFP translocation imaging, zaprinast antagonism; higher % means a stronger effect; inhibition, % at 10 µM; hits with a dose series show IC50 in µM; 290,000 tested, 0.052% active;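 active = inhibition of at least 50% with at least 30 cells and total cytoplasm GFP at most 10,000,000; inconclusive = under 30 cells or total GFP of 10,000,000 plus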
Salmonella PhoP GFP: inhibitors of PhoP regulon expression, primary screen, Salmonella Typhimurium, GFP reporter (AID 1863) | S. Typhimurium PhoP-regulated promoter GFP reporter, 4 h; higher % means a stronger effect | one-dose inhibition, % at 50 µM; IC50 in µM for titrated hits | 300,000 tested, 0.16% active;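 active = inhibition over 29.93%, a cutoff 3 SD above the screen mean, later confirmed by dose response; inconclusive = inhibition over 29.93% but no dose response follow-up; inactive = inhibition at most 29.93% or unconfirmed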;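 also: 0% = low Mg2+ inducing control and 100% = high Mg2+ repressing control; strong numbers were not always called active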
NS5 inhibitors pilot replicate: recorded beside NS5 inhibitors, whose call it bears; inhibition, %; measured here: pilot screen replicate inhibition
An asterisk follows results filed as active.

For COc1ccc(-c2cn3cc(Cl)ccc3n2)cc1OC the results were Rac1 GTP hydrolysis 16%, NS5 inhibitors -4%, RSV CPE inhibition 0.7%, SV40 large T antigen 13%, West Nile virus CPE -0.4%, CSM14.1 death rescue 0.6%, LYP phosphatase -14%, GPR35 arrestin U2OS 17% and Salmonella PhoP GFP -2%.
Screening Cc1[nH]n(-c2ccc(Br)cc2)c(=O)c1/C=N/NC(=O)c1ccccc1 returned Rac1 GTP hydrolysis 12%, NS5 inhibitors 7%, RSV CPE inhibition 8.7%, SV40 large T antigen 12%, West Nile virus CPE inconclusive, LYP phosphatase -6%, GPR35 arrestin U2OS 9%, Salmonella PhoP GFP 23% and NS5 inhibitors pilot replicate 3.0.
Screening CCOc1nc(Oc2cccc(C(=O)O)c2)nc(Oc2cccc(C(=O)O)c2)n1 returned Rac1 GTP hydrolysis 11%, NS5 inhibitors 1%, RSV CPE inhibition 1.2%, SV40 large T antigen 6%, West Nile virus CPE 0.0%, CSM14.1 death rescue 2.0%, LYP phosphatase -9%, GPR35 arrestin U2OS 5% and Salmonella PhoP GFP -16%.
For Cc1cc(C(=O)COc2cccnc2[N+](=O)[O-])c(C)n1-c1ccccc1 the results were Rac1 GTP hydrolysis 11%, NS5 inhibitors -1%, RSV CPE inhibition 5.7%, SV40 large T antigen 5%, West Nile virus CPE -0.5%, CSM14.1 death rescue -2.3%, LYP phosphatase -7%, GPR35 arrestin U2OS -6% and Salmonella PhoP GFP 6%.
`COc1cccc(NC(=O)CN(C)C(=O)c2ccccc2-c2nc3ccccc3s2)c1` gave Rac1 GTP hydrolysis 17%, NS5 inhibitors -7%, RSV CPE inhibition -2.0%, SV40 large T antigen 8% and Salmonella PhoP GFP 1%.
O=C(NCN1CCc2ccccc2C1)c1ccccc1 was read as Rac1 GTP hydrolysis 6%, NS5 inhibitors -12%, RSV CPE inhibition 0.2%, SV40 large T antigen 5%, West Nile virus CPE -0.1%, CSM14.1 death rescue 3.5%, LYP phosphatase -2%, GPR35 arrestin U2OS 2%, Salmonella PhoP GFP 24% and NS5 inhibitors pilot replicate -7.8.
Screening CCOc1ncccc1C(=O)Nc1ccc(-c2ccc3nnc(C)n3n2)cc1 returned Rac1 GTP hydrolysis 2%, NS5 inhibitors -5%, RSV CPE inhibition 0.7%, SV40 large T antigen 15%, West Nile virus CPE -0.3%, CSM14.1 death rescue 3.3%, LYP phosphatase -6%, GPR35 arrestin U2OS -3% and Salmonella PhoP GFP 2%.
`CCOc1ccc(S(=O)(=O)NC(C)C(=O)NCc2ccccn2)cc1` (centres undefined) gave Rac1 GTP hydrolysis 0%, NS5 inhibitors 0%, RSV CPE inhibition 0.9%, SV40 large T antigen -2%, West Nile virus CPE -1.0%, LYP phosphatase -11%, GPR35 arrestin U2OS 10% and Salmonella PhoP GFP 2%.
`CCOc1cc(S(=O)(=O)n2ccnc2)ccc1Cl` gave Rac1 GTP hydrolysis 2%, NS5 inhibitors -3%, RSV CPE inhibition 0.8%, SV40 large T antigen -2%, West Nile virus CPE 0.2%, CSM14.1 death rescue 0.9%, LYP phosphatase -1%, GPR35 arrestin U2OS 2% and Salmonella PhoP GFP -2%.
O=S(=O)(O)c1cc(O)ccc1O was read as Rac1 GTP hydrolysis 4%, NS5 inhibitors 4%, RSV CPE inhibition 3.1%, SV40 large T antigen 26% and Salmonella PhoP GFP -3%.
For Nn1c(COc2ccccc2F)nnc1SCC(=O)NC1CCCCC1 the results were Rac1 GTP hydrolysis 0%, NS5 inhibitors -3%, RSV CPE inhibition 0.0%, SV40 large T antigen 3% and Salmonella PhoP GFP -5%.
For CC1=C(C(=O)OCC2CCCO2)C(c2cccc(C(F)(F)F)c2)C2=C(CC(c3ccco3)CC2=O)N1 (centres undefined) the results were Rac1 GTP hydrolysis 5%, NS5 inhibitors 1%, RSV CPE inhibition 1.1%, SV40 large T antigen -4%, West Nile virus CPE 2.3%, CSM14.1 death rescue -1.9%, LYP phosphatase -1%, GPR35 arrestin U2OS 6%, Salmonella PhoP GFP 30% and NS5 inhibitors pilot replicate -3.3.
Cc1cc(=O)n2nc(N3CCCC(C(=O)N4CCN(C)CC4)C3)sc2n1 (centres undefined) was read as Rac1 GTP hydrolysis 4%, NS5 inhibitors -1%, RSV CPE inhibition 1.0%, SV40 large T antigen -2%, West Nile virus CPE 0.3%, CSM14.1 death rescue -1.4%, LYP phosphatase -3%, GPR35 arrestin U2OS -8% and Salmonella PhoP GFP -9%.
CN(CCC#N)C(=O)COC(=O)c1c2c(nc3ccccc13)/C(=C/c1ccco1)CC2 was read as Rac1 GTP hydrolysis 16%, NS5 inhibitors 17%, RSV CPE inhibition 19%, SV40 large T antigen 32%, West Nile virus CPE 0.0%, CSM14.1 death rescue -2.1%, LYP phosphatase 8%, GPR35 arrestin U2OS -3% and Salmonella PhoP GFP 7%.
Screening CCc1ccc2nc(Nc3ccc(OC)cc3OC)c(C#N)cc2c1 returned RSV CPE inhibition -0.5%, SV40 large T antigen -1%, West Nile virus CPE 0.6%, CSM14.1 death rescue -0.3%, LYP phosphatase -1%, GPR35 arrestin U2OS 15% and Salmonella PhoP GFP -8%.
CCN[C@H]1CN(CCCOC)S(=O)(=O)c2sc(S(N)(=O)=O)cc21 was read as Rac1 GTP hydrolysis -10%, NS5 inhibitors -4%, RSV CPE inhibition 0.1%, SV40 large T antigen 20% and Salmonella PhoP GFP -4%.
For COc1cc(/C=N/NC(=O)c2ccc(O)cc2)ccc1Oc1ccc([N+](=O)[O-])cn1 the results were Rac1 GTP hydrolysis 12%, NS5 inhibitors -4%, RSV CPE inhibition 3.1%, SV40 large T antigen 18%, West Nile virus CPE 1.6%, CSM14.1 death rescue 0.7%, LYP phosphatase -3%, GPR35 arrestin U2OS 14% and Salmonella PhoP GFP 15%.
For CCCC(=O)Nc1nc(-c2ccc(Cl)s2)cs1 the results were Rac1 GTP hydrolysis 9%, NS5 inhibitors -7%, RSV CPE inhibition inconclusive, SV40 large T antigen 11%, West Nile virus CPE -1.2%, LYP phosphatase -2%, GPR35 arrestin U2OS -2% and Salmonella PhoP GFP -4%.
Screening O=C1c2ccccc2C(Nc2ccc3c(c2)OCCO3)N1c1ccccn1 (centres undefined) returned Rac1 GTP hydrolysis -1%, NS5 inhibitors 1%, RSV CPE inhibition -0.5%, SV40 large T antigen 8%, West Nile virus CPE 0.4%, CSM14.1 death rescue 0.4%, LYP phosphatase -5%, GPR35 arrestin U2OS -9% and Salmonella PhoP GFP 24%.
For CC(=O)N1CCn2c3c(c4cc(C)ccc42)CCCC31 (centres undefined) the results were Rac1 GTP hydrolysis 10%, NS5 inhibitors 0%, RSV CPE inhibition 6.4%, SV40 large T antigen -6%, West Nile virus CPE 0.1%, CSM14.1 death rescue 0.2%, LYP phosphatase -6%, GPR35 arrestin U2OS 7% and Salmonella PhoP GFP -2%.
For CCOc1ccc2nc(NC(=O)C3(C)CC3(Br)Br)sc2c1 (centres undefined) the results were Rac1 GTP hydrolysis 6%, NS5 inhibitors -3%, RSV CPE inhibition 48µM* and SV40 large T antigen 12%.
Screening CC(C)(C)C(=O)CN1C(=O)NC2(CCCc3ccccc32)C1=O (centres undefined) returned Rac1 GTP hydrolysis 9%, NS5 inhibitors -2%, RSV CPE inhibition 1.8%, SV40 large T antigen 16%, West Nile virus CPE -0.5%, LYP phosphatase -3%, GPR35 arrestin U2OS -10% and Salmonella PhoP GFP -5%.
For O=C(Nc1ccc(Cl)c(Cl)c1)C1CCN(C(=O)c2ccco2)CC1 the results were Rac1 GTP hydrolysis 8%, NS5 inhibitors 0%, RSV CPE inhibition 13%, SV40 large T antigen 8% and Salmonella PhoP GFP 3%.
CC(=O)c1c(C)[nH]c(C(=O)NCC2CCCCC2)c1C was read as Rac1 GTP hydrolysis 2%, NS5 inhibitors -6%, RSV CPE inhibition 1.8%, SV40 large T antigen 21%, West Nile virus CPE -0.9%, LYP phosphatase -5%, GPR35 arrestin U2OS -12% and Salmonella PhoP GFP 1%.
CCC(=O)Nc1ccc(C(=O)N2CCN(C(=O)c3ccco3)CC2)cc1 was read as Rac1 GTP hydrolysis 13%, NS5 inhibitors 9%, RSV CPE inhibition 0.6%, SV40 large T antigen -2%, West Nile virus CPE -0.1%, CSM14.1 death rescue 1.7%, LYP phosphatase -11%, GPR35 arrestin U2OS 5% and Salmonella PhoP GFP -9%.
Cc1ccc(SCc2cc(=O)n(C)[nH]2)cc1 was read as Rac1 GTP hydrolysis -5%, NS5 inhibitors -4%, RSV CPE inhibition 0.8%, SV40 large T antigen 27%, West Nile virus CPE -0.1%, LYP phosphatase -7%, GPR35 arrestin U2OS 27% and Salmonella PhoP GFP -1%.
C=C(C)CSc1nnc(-c2cccc(Cl)c2)n1N was read as Rac1 GTP hydrolysis 8%, NS5 inhibitors -1%, RSV CPE inhibition 1.1%, SV40 large T antigen 6%, West Nile virus CPE -0.2%, CSM14.1 death rescue -1.4%, LYP phosphatase 5%, GPR35 arrestin U2OS 10%, Salmonella PhoP GFP 12% and NS5 inhibitors pilot replicate -1.5.
Screening CC(C)CC(=O)Nc1ccc(N2CCN(C(=O)c3cccs3)CC2)cc1 returned Rac1 GTP hydrolysis 1%, NS5 inhibitors -4%, RSV CPE inhibition 5.3%, SV40 large T antigen 6%, West Nile virus CPE -0.2%, LYP phosphatase -10%, GPR35 arrestin U2OS -2% and Salmonella PhoP GFP -2%.
`COc1ccc(Oc2coc3cc(OC(=O)/C=C/c4ccc(F)cc4)ccc3c2=O)cc1` gave Rac1 GTP hydrolysis -2%, NS5 inhibitors 5%, RSV CPE inhibition 4.2%, SV40 large T antigen -1%, West Nile virus CPE -0.2%, CSM14.1 death rescue 0.7%, LYP phosphatase -4%, GPR35 arrestin U2OS -2% and Salmonella PhoP GFP -1%.

Random excerpt: 2 compounds from above.
Screening CC(C)(C)C(=O)CN1C(=O)NC2(CCCc3ccccc32)C1=O (centres undefined) returned Rac1 GTP hydrolysis 9%, NS5 inhibitors -2%, RSV CPE inhibition 1.8%, SV40 large T antigen 16%, West Nile virus CPE -0.5%, LYP phosphatase -3%, GPR35 arrestin U2OS -10% and Salmonella PhoP GFP -5%.
Screening O=C1c2ccccc2C(Nc2ccc3c(c2)OCCO3)N1c1ccccn1 (centres undefined) returned Rac1 GTP hydrolysis -1%, NS5 inhibitors 1%, RSV CPE inhibition -0.5%, SV40 large T antigen 8%, West Nile virus CPE 0.4%, CSM14.1 death rescue 0.4%, LYP phosphatase -5%, GPR35 arrestin U2OS -9% and Salmonella PhoP GFP 24%.
